# Screening data as filed in PubChem BioAssay.
# BRCA1 expr up – activators of BRCA1 expression; AID 624202; Potency, µM (top dose mostly 46.1 µM), for inactives: top-dose activation, hits mostly activators; 380,000 tested, 1.1% active; MCF7-BRCA1-FFLuc reporter, luminescence, 48 h; response scale: scaled: vehicle 0%, 10 µM genistein 100%; note: nearly all actives have a fitted effect of over 80% in size; some results filed as inactive show a strong effect at the top dose
#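 Activators of BRCA1 expression were detected as increased firefly luciferase luminescence in engineered MCF7 cells after 48 h compound incubation. Signals were scaled to genistein 10 microM as full activation.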
# VP16 counter – inhibits Gal4-VP16 luciferase reporter, ROR gamma counter-screen | Potency, µM (titrated, usually from 53.6 µM), inactives show top-dose activity, negative = inhibition, hits mostly inhibitors | 310,000 tested, 3.5% active | Drosophila S2 Gal4-VP16 UAS-luciferase, luminescence, 20 h;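 note: Gal4-VP16 expression switched on by copper sulfate through the metallothionein promoter; % is set by controls: 0 for no effect and ±100 for the full control effect; nearly all actives have a fitted effect of over 50% in size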
# ELG1 genotox – induces genotoxicity in HEK293T cells with luciferase-tagged ELG1; AID 504466; HEK293T ELG1-luciferase reporter, luminescence, 16 h; 330,000 tested, 1.3% active; Potency, µM (doses to about 46 µM), inactives show top-dose activity change, positive = activation, hits mostly activators; note: % of control where 0% means no effect; nearly all actives have a fitted effect of over 60% in size
#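 After overnight (16 hr) compound treatment at 37 °C, ELG1-luciferase HEK293T cells were lysed with ONE-Glo; luminescence quantified 30 min later at room temperature.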
# NPC1 prom act – activates the NPC1 promoter. Huh7 NPC1 promoter luciferase reporter, 24 h. Potency, µM (titrated, usually from 9.22 µM), for the others: top-dose activation, actives largely listed as activators. 320,000 tested, 2.4% active. AID 485313;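 note: % of control where 0% means no effect; nearly all actives have a fitted effect of over 60% in size; reporter is driven by a mutant NPC1 promoter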
#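 Huh7 cells stably carrying NPC1 promoter–luciferase, plated in Opti-MEM with 10% FBS for 2 h, were exposed to compound in DMSO for 24 h at 37 °C; luciferase reagent was added for 10 min and luminescence read.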
# uPA generation – inhibitors of cell surface uPA generation; cell surface uPA generation assay, qHTS; Potency, µM (series often up to 38.3 µM), for inactives: at the highest dose activity change, negative = inhibition, actives largely listed as inhibitors; 330,000 tested, 0.31% active; active = well fitted inhibition curve with a large enough effect; inconclusive = small, poorly fitted or top-dose-only effect; inactive = no such curve, though single readings can be large or run the other way; tested in mouse RAW 264.7 cells; note: % is set by controls: 0 for no effect and ±100 for the full control effect; nearly all actives have a fitted effect of over 55% in size
# p53 reactivator – mutant p53 re-activation in reporter cells; H1299 p53-A138V BP100-luciferase reporter, luminescence, 24 h; Potency, µM (top dose mostly 92.2 µM), inactives show top-dose activity change, positive = activation, actives largely listed as activators; 320,000 tested, 0.063% active; note: % of control where 0% means no effect; nearly all actives have a fitted effect of over 45% in size
#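 H1299 (p53-null), stable ts p53-A138V + BP100-Luc; 1000 cells/well, Opti-MEM/10% FBS; cpd 4 pt, 1:5; 24 h, 37 deg C, 5% CO2; detection reagent 10 min RT; luminescence.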
# Rab9 prom act – Rab9 promoter activation; Huh7 Rab9 promoter-luciferase reporter, luminescence, 24 h; Potency, µM (series often up to 9.22 µM), for the others: top-dose activation, negative = inhibition, hits mostly activators; 320,000 tested, 2.8% active; AID 485297; note: % of control where 0% means no effect; nearly all actives have a fitted effect of over 60% in size
#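 Huh7 cells stably carrying Rab9 promoter–luciferase reporter, plated 1500 cells/well, compound added after 2 h and incubated 24 h at 37 °C; luciferase luminescence then read after 10 min with detection reagent.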
# MBNL1 CUG block – MBNL1-poly(CUG) RNA binding inhibition. 280,000 tested, 0.036% active. TR-FRET MBNL1-His/biotin-(CUG)12 binding, 665/545 ratio. AID 2675. Potency, µM (doses to about 57.5 µM), inactives show at the top dose activity change, negative = inhibition, usual class: inhibitors. Q9NR56; active = well fitted inhibition curve with a large enough effect in the signal ratio, with a control signal flat, not every such curve was filed as active; inconclusive = small, poorly fitted or top-dose-only effect, or effect the other way, or a change in a side signal; inactive = no such curve, though single readings can be large or run the other way; the % refers to the signal ratio; note: % is set by controls: 0 for no effect and ±100 for the full control effect
#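 TR-FRET between His-tagged MBNL1 and biotin-(CUG)12 RNA, detected with Tb anti-His antibody (0.055 ng/ul) and streptavidin-XL665 (5 nM), 60 min at room temperature. Compounds titrated 92 nM to 58 uM; 665/545 nm ratio normalized to buffer and complex controls.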
# FLuc modulator – firefly luciferase modulation, counter-screen for miR-21 project. P08659. Potency, µM (top dose mostly 57.5 µM), without a hit: at the highest dose activity change, negative = inhibition, usual class: inhibitors. AID 588342. purified FLuc, Km substrates, luminescence inhibition. 360,000 tested, 6.9% active;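 note: plate controls were vehicle for no effect and reference inhibitor for full effect; nearly all actives have a fitted effect of over 55% in size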
# Target sequence (P08659 whole entry, looked up): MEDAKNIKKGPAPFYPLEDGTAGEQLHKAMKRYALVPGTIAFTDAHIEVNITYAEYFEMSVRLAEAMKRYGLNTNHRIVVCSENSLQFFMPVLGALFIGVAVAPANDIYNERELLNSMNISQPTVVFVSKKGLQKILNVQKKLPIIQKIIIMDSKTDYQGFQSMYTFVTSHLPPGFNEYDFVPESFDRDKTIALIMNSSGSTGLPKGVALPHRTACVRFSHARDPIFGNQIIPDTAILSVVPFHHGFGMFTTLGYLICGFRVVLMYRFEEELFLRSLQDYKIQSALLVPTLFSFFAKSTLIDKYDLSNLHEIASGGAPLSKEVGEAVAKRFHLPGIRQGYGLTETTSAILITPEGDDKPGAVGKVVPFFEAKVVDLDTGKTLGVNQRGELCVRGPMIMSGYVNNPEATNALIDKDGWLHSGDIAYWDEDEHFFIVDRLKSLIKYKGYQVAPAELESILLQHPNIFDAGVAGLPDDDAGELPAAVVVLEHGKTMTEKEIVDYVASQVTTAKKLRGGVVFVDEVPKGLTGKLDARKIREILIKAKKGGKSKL
#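 Biochemical qHTS of compounds, final roughly 60 µM downward over six points, against 10 nM purified firefly luciferase using Km concentrations of substrates (10 uM D-luciferin, 10 uM ATP) in Tris acetate pH 7.5 buffer; luminescence output.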
# RORg inh – inhibitors of mouse ROR gamma transcriptional activity. Drosophila S2 Gal4-RORgamma UAS-luciferase reporter, 20 h. 310,000 tested, 5.4% active. P51450. Potency, µM (top dose mostly 53.6 µM), inactives show at the top dose activity change, negative = inhibition, actives largely listed as inhibitors; note: % is set by controls: 0 for no effect and ±100 for the full control effect; nearly all actives have a fitted effect of over 60% in size
# Target sequence (P51450 whole entry, looked up, the tested form may be a part): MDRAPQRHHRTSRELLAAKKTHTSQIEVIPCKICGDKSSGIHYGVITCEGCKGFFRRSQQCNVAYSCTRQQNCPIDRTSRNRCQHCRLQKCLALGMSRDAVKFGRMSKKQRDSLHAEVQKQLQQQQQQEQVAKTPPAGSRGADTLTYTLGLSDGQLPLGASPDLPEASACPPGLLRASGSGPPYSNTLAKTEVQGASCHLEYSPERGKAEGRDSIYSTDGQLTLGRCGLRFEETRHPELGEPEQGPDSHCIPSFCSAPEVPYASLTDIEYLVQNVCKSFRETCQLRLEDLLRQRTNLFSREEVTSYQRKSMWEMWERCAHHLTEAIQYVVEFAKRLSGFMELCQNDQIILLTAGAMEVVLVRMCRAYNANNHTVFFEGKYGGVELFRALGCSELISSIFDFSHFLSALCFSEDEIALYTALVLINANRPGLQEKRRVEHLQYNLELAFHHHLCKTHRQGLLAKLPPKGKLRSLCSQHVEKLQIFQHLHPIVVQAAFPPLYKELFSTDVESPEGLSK
#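 Read-out: Photinus luciferase luminescence; inhibitors lower reporter signal. Insect Schneider cells with Gal4-ROR gamma fusion under metallothionein promoter, UAS reporter; 700 uM final copper sulfate induction, 20 hr, ambient temperature.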
# * marks the source's active call; other numbers are inactive results; u = inconclusive; x = not tested or not shown; [ ] = remark or other dose. Unless noted, calls come from the whole dose curve; as a rule, active = well fitted curve in the direction sought with a large enough effect; inconclusive = small, poorly fitted or top-dose-only effect, or another doubt; inactive = no such curve, though single readings can be large; an effect the other way counts as inactive or inconclusive. Potency is the fitted concentration of half-maximal effect. No enrichment for hits; 13% or so of the library scored in one or more.
SMILES	BRCA1 expr up	VP16 counter	ELG1 genotox	NPC1 prom act	uPA generation	p53 reactivator	Rab9 prom act	MBNL1 CUG block	FLuc modulator	RORg inh
O=C(CN1C(=O)NC2(CCc3ccccc3C2)C1=O)NCc1ccco1 (stereo not given)	-2%	-7%	0%	-6%	x	0%	1%	-1%	2%	7%
CCOc1ccccc1/C=N/NC(=O)C[n+]1ccccc1	-6%	x	0%	-2%	2%	-1%	-3%	x	x	x
COCCNC(=O)C1(S(=O)(=O)c2ccccc2)CC=CC1	-1%	-7%	6%	-1%	12%	x	17%	8%	1%	19%
CCCCNC(=O)c1ccc(NC(=O)CC2SC(N3CCCC3)=NC2=O)cc1 (stereo not given)	1%	x	-4%	2%	2%	-1%	-4%	x	-1%	x
CCCc1cc2c(=O)c(-c3ccc4c(c3)OCCO4)coc2cc1OS(C)(=O)=O	59%	-15%	0%	u	-7%	15%	3.2µM*	x	5.4µM*	u
O=C(NCc1ccco1)C1CCN(C(=O)c2cc3sccc3n2Cc2ccc(F)cc2)CC1	-44%	-18%	-23%	-2%	-18%	-28%	-3%	-1%	-1%	32%
CC(C)CCNC(=O)CCSCCC(=O)NCCC(C)C	16%	3%	-3%	-1%	0%	-8%	-2%	-23%	4%	-14%
Cc1ccc(C)c(NC(=O)c2cc3c([nH]c4ccccc43)c(C)n2)c1	-15%	0%	-1%	-8%	10%	-4%	1%	-19%	-1%	6%
COc1ccc(/C=N/NC(=O)C(C)Sc2ccccn2)cc1[N+](=O)[O-] (stereo not given)	3%	-1%	0%	1%	-1%	4%	-9%	u	-6%	5%
COc1cccc(CNC(=S)Nc2cccc(Cl)c2C)c1	1%	3.5µM*	0%	-2%	-1%	11%	0%	0%	-1%	5µM*
COCCN(CCOC)c1nc(-c2ccc(C)cc2)nc2ccccc12	-28%	-4%	-4%	21%	13%	-11%	29%	1%	13µM*	19%
COc1ccc(NC(=O)c2nc(-n3nc(C)cc3C)ccc2Cl)cc1Cl	-28%	-3%	5%	-4%	0%	5%	0%	7%	1%	3%
Cc1nc(N2CCN(c3ccccn3)CC2)c2c(C)c(C(=O)Nc3ccc(F)cc3Cl)sc2n1	5%	5%	-20%	2%	11%	1%	10%	14%	u	u
COCCCNC(=O)c1cc2c(-c3ccc(Cl)cc3)nn(C)c2s1	-60%	-19%	0%	-12%	-15%	3%	-15%	-5%	3%	-2%
Cc1nn(CC(=O)N(C)Cc2ccccc2)c(=O)c2cccn12	-6%	24%	4%	1%	0%	6%	18%	2%	1%	31%
CS(=O)(=O)N(Cc1cc2ccccc2[nH]c1=O)C1CCCCC1	-14%	-4%	-2%	1%	-3%	3%	3%	-12%	6%	2%
O=C(CN1CCN(C(c2ccccc2)c2ccccc2)CC1)Nc1ccc(N2CCOCC2)cc1	7%	-7%	-2%	-1%	-3%	-2%	-5%	-7%	-2%	-20%
CCC(=O)N1c2ccc(S(=O)(=O)N3CCN(c4ccc([N+](=O)[O-])cc4)CC3)cc2CC1C (stereo not given)	-40%	u	-10%[9.26 µM]	-37%[inhibitor]	-4%	5%	-37%[inhibitor]	7%	0%	u
Cc1cc(C)nc(N/C(=N/S(=O)(=O)Cc2ccccc2)Nc2ccccc2)n1	-16%	6%	-3%	-5%	2%	1%	-5%	-1%	-1%	-3%
Cc1nn(-c2ccccc2)nc1C(=O)NN	-29%	5%	-1%	-3%	7%	2%	-5%	-11%	-15%	-21%
NS(=O)(=O)c1cccc2cccnc12	5%	-7%	-2%	0%	6%	-4%	1%	3%	3%	u
CN1CCN(S(=O)(=O)c2cccc(C(=O)NC3(C)CCS(=O)(=O)C3)c2)CC1 (stereo not given)	-5%	x	1%	-7%	-1%	8%	0%	x	1%	x
COC(=O)CCCC(=O)NC1CCCc2c1cnn2-c1ccc(F)cc1F (stereo not given)	0%	4%	0%	-4%	-13%	x	4%	6%	2%	32%
CCC1=NNC(=O)C(CC(=O)Nc2ccccc2)c2cc(OC)c(OC)cc21 (stereo not given)	-29%	-26%	-1%	1%	10%	-4%	-6%	9%	-2%	28%
CCN(CC)S(=O)(=O)c1ccc(Cl)c(C(=O)Oc2cccc(-c3cnc4ccccc4n3)c2)c1	29%	9%	x	x	4%	x	x	6%	4%	-14%
O=C(COc1ccccc1[N+](=O)[O-])Nc1ccc(NC(=O)c2cc3ccccc3o2)cc1	-18%	u	4%	1%	4%	-2%	-12%	3%	0%	u
CCC1C(=O)N(C)CCc2ccccc21 (stereo not given)	8%	0%	2%	3%	-2%	2%	13%	7%[11.5 µM]	-1%	0%
Cc1ccc(S(=O)(=O)Nc2c(C)n(C)n(-c3ccccc3)c2=O)cc1C(=O)OC(C)C(=O)N(C)c1ccccc1 (stereo not given)	11%	2%	0%	-4%	-6%	-4%	11%	1%	-2%	22%
O=c1oc(-c2cccnc2)nc2ccccc12	16%	-5%	0%	-3%	4%	18%	4%	-8%	3%	-10%
COc1ccc(/C=C2\SC(=O)N(CCCC(=O)Nc3cc(Cl)ccc3C(=O)O)C2=O)cc1	-92%	x	-9%	x	1%	-14%	x	x	x	x
CCC(C)Nc1nc2c(c(=O)[nH]c(=O)n2C)n1CCCc1ccccc1 (stereo not given)	-51%	-3%	1%	1%	-9%	x	-3%	4%	8%	7%
CCC(=O)OCCNc1cc(Sc2nc3ccccc3s2)c2nonc2c1[N+](=O)[O-]	-97%[inhibitor]	4.5µM*	2%	-3%	x	-15%	12%	u	u	-37%
CC(C)=CC(=O)Nc1ccc(S(=O)(=O)Nc2ccccn2)cc1	28%	1%	1%	-1%	3%	15%	-6%	-8%	2%	-6%
COC(=O)c1ccc(N=Cc2c(-c3ccccc3)[nH][nH]c2=O)cc1	-37%	1%	-5%	1%	17%	6%	8%	u	0%	0%
COC(CNC(=O)c1c[nH]c2ccc(S(=O)(=O)N(C)c3ccc(F)cc3)cc2c1=O)OC	1%	15%	-6%	1%	-4%	-1%	-4%	-4%	0%	30%
O=C(CNC1CCCCCC1)c1cccs1	-12%	5%	-2%	-4%	0%	3%	-3%	x	6%	7%[10 µM]
Cc1ccc(N2CC(C(=O)Nc3ccc(C)c(S(=O)(=O)N(C)C)c3)CC2=O)cc1 (stereo not given)	-45%	-14%	-17%	-7%	-3%	-1%	-4%	u	3%	33%
CCCCCOc1ccc(/C=C/c2c([N+](=O)[O-])c(=O)n(C)c(=O)n2C)cc1	-70%	2%	-8%	-5%	8%	7%	-5%	-6%	6%	7%
COc1cc2c(cc1OC)C(C)N(C(=O)c1ccc(C)o1)CC2 (stereo not given)	-29%	3%	1%	-22%	-8%	-6%	-11%	-10%	0%	-11%
COc1ccc(C2Nc3ccccc3C(=O)N2NS(=O)(=O)c2ccccc2)c(OC)c1 (stereo not given)	0%	-11%	0%	-2%	-4%	4%	-1%	14%	4%	10%
CCOc1ccccc1NC(=O)NC1CC2CCCC(C1)N2Cc1nnnn1CCc1ccccc1 (stereo not given)	-21%	1%	2%	-2%	3%	2%	-2%	0%	3%	13%
Cc1cc(N2CCOCC2)n2ncc(-c3ccccc3)c2n1	-61%[inhibitor]	13µM*	0.18µM*	0.56µM*	x	7%	0.71µM*	-2%	0.34µM*	u
COc1ccc(C2/C=C\CN(C(=O)C3CC3)[C@H](Cc3ccccc3)C(=O)N2Cc2ccc(F)cc2)cc1 (stereo not given in full)	-47%	-20%	-10%	-9%	u	4%	-11%	-9%	3%	11µM*
Cc1cc(C)n(-c2nc3c(c(=O)[nH]c(=O)n3C)n2C)n1	-8%	2%	4%	0%	1%	-1%	-2%	-3%	6%	1%
CCC(=O)OC1(C)C(=O)C=C2C=C(C3CC3)OC=C2C1=O (stereo not given)	0%	-7%	x	x	-5%	x	x	x	x	3%

# 2 consecutive compounds already listed:
SMILES	BRCA1 expr up	VP16 counter	ELG1 genotox	NPC1 prom act	uPA generation	p53 reactivator	Rab9 prom act	MBNL1 CUG block	FLuc modulator	RORg inh
CCC(C)Nc1nc2c(c(=O)[nH]c(=O)n2C)n1CCCc1ccccc1 (stereo not given)	-51%	-3%	1%	1%	-9%	x	-3%	4%	8%	7%
CCC(=O)OCCNc1cc(Sc2nc3ccccc3s2)c2nonc2c1[N+](=O)[O-]	-97%[inhibitor]	4.5µM*	2%	-3%	x	-15%	12%	u	u	-37%

# (listing goes on)
SMILES	BRCA1 expr up	VP16 counter	ELG1 genotox	NPC1 prom act	uPA generation	p53 reactivator	Rab9 prom act	MBNL1 CUG block	FLuc modulator	RORg inh
CN1C(=O)OC(C)(CCc2ccccc2)C1(C)O (stereo not given)	-5%	0%	-2%	2%	4%	-4%	-12%	-6%	-2%	2%
COc1cccc(C(=O)/C=C/Nc2ccc(S(=O)(=O)Nc3cc(OC)nc(OC)n3)cc2)c1	-4%	0%	10%	-2%	1%	11%	-3%	u	-18%	u
COCCn1c(=O)c2c(nc3n2CC(C)CN3CCc2ccccc2)n(C)c1=O (stereo not given)	-21%	u	-2%	0%	1%	-10%	-4%	-1%	-1%	0%
C=CCNC(=O)C(C(=O)OCC)C1CCCCC1 (stereo not given)	0%	-3%	5%	1%	-1%	-9%	2%	-12%	2%	-7%
COc1ccccc1N1CCN(C(c2cccs2)C(C)NC(=O)c2ccco2)CC1 (stereo not given)	-41%	1%	-8%	-1%	-2%	-4%	-5%	-15%	-2%	-9%
